Bioassay records (PubChem)
Cneo AK release – causes C. neoformans cell lysis; hit rate 0.2% among 360,000; adenylate kinase release luminescence, 4 h; normalised: neutral wells 0, clomiphene wells 100; lysis activity, % at 15 µM;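 active = mean lysis activity across replicates of at least 80%, whatever share of replicates individually reach that level; inactive = mean lysis activity below 80%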
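Assay system: C. neoformans cells. Amount: yeast cell density of 5 × 10^6 cells/mL. Technique: AK luminescence. Buffer or medium: YPD. Times: static 4 h at 37 °C with compound, 1 h detection. Dosing: single-point compound dose. Read-out: lysis from increased AK signal.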
FN deposition inh – fibronectin deposition inhibition; AH1F fibroblasts, Alexa488-fibronectin deposition fluorescence, overnight; inhibition, % at 12.6 µM; hit rate 0.086% among 350,000; AID 743247;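 active = mean inhibition across replicates of 30% or more, regardless of how many single replicates reach that level; inconclusive = mean under 30% yet at least half of replicates reach 30%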;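 also: positive control wells lacked labelled fibronectin entirely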
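Assay system: AH1F fibroblasts assembling fluorescent fibronectin matrix; Amount: 10000 AH1F cells per well; Buffer or medium: DMEM, 2% serum; Probe or stimulus: Alexa488-fibronectin, 24 nM final in well; Doses: single compound dose, delivered by pin transfer; Incubation: 1 h adhesion, overnight exposure; Measured by: fluorescence 485/525 nm; Read-out: fibronectin deposition inhibition.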
CASP6 VEID inh – inhibitors of human caspase-6. hit rate 0.53% among 350,000. purified caspase-6, Z-VEID-R110 cleavage fluorescence. inhibition, % at 12.5 µM. AID 686996;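 active = mean inhibition across replicates at least about 35%, with every replicate also reaching that limit, limit read from the data; inconclusive = only one of the two criteria met; inactive = neither criterion met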;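 also: 0% = median of neutral control wells and 100% = no fluorescence left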
Target sequence (P55212 24-179 limits assumed): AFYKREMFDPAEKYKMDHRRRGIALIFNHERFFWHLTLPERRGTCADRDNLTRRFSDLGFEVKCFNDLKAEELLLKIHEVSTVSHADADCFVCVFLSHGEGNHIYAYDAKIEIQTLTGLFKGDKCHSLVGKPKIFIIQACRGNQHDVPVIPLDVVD
Target sequence (P55212 194-293 limits assumed): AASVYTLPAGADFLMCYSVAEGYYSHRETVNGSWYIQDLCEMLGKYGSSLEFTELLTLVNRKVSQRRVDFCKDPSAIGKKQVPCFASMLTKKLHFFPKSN
PAX8 reporter – PAX8 transcriptional activity inhibition; RMG-I TPO-luciferase reporter, SteadyGlo, 24 h; hit rate 1.2% among 360,000; inhibition, % at 12.6 µM;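 active = mean replicate inhibition at least 60% with every replicate also reaching 60%; inconclusive = only one of the two criteria is met; inactive = mean below 60% and not all replicates reaching 60%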;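 also: luciferase light reporting Pax8 driven TPO promoter activity; plate controls were median of neutral control wells for no effect and mitoxantrone controls for full effect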
PGC1a acetyl inh – PGC1a acetylation modulation, inhibitor mode; hit rate 0.17% among 350,000; inhibition, % at 15.6 µM; U2OS PGC1a acetylation, AlphaScreen anti-acetyl-lysine; with virally co-expressed GCN5 acetyltransferase;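 active = every replicate shows inhibition of at least 40%; inconclusive = mean inhibition at least 40% but some replicate below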;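 also: 0% = neutral control wells and 100% = positive control wells; some results beyond the cut were filed as inactive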
miR-122 sensor – blocks miR-122 activity in Huh7 sensor cells. AID 602342. hit rate 0.3% among 340,000. activation (reporter increase), % at 12.5 µM. Huh7 miR-122 Renilla luciferase sensor, 48 h; neutral wells = 0, positive control = 100;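 active = mean replicate activation score at least 90 and every replicate individually at or above 90; inconclusive = only one of the two criteria met; inactive = neither criterion met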;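 also: higher luciferase means less miR-122 activity so hits act as miR-122 inhibitors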
LGR2 inh – blocks bursicon-induced cAMP signaling via Drosophila LGR2; HEK293 LGR2, CRE-luciferase, bursicon-stimulated, 4 h; inhibition, % at 9.99 µM; hit rate 0.35% among 380,000;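 active = drop in luminescence signal, shown as inhibition above about 50% in the replicate tests, limit read from the data, passing the limit was not always enough; inconclusive = probably only some replicates passing the limit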;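 also: agonist challenge used bursicon conditioned medium at about half maximal strength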
EWS-Fli block – EWS/Fli transcriptional activity inhibition; A673 NR0B1-luciferase reporter, viability-normalised; inhibition, % at 12.6 µM; hit rate 0.67% among 350,000; AID 651661;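 active = mean inhibition of at least 50% after viability correction, with every replicate also passing that limit; inconclusive = mean reaches 50% but only one of two replicates passes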;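 also: firefly luciferase signal divided by Alamar Blue viability fluorescence both relative to DMSO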
Active calls of the source: *; ? = inconclusive; . = not tested or not shown; & = joins results of further samples; [ ] = dose if it differs, or a comment.

SMILES	Cneo AK release	FN deposition inh	CASP6 VEID inh	PAX8 reporter	PGC1a acetyl inh	miR-122 sensor	LGR2 inh	EWS-Fli block
CC(C)c1nc2sc3c(=O)n(N)cnc3c2c2c1COC(C)(C)C2	-1.3	13.0	-0.8	-5.5	6.4	3.5	10.9	-5.0
CCOC(=O)C1(CC2CCCCO2)CCN(C(=O)NCc2ccccc2)CC1 (configuration not stated)	.	6.3	-1.4	8.0	-12.9	1.5	13.0	1.2
CNC[C@@H]1Oc2ccc(NS(=O)(=O)c3ccccc3)cc2C(=O)N([C@H](C)CO)C[C@H]1C	-0.9	.	0.7	-1.3	6.8	-5.8[16.7 µM]	3.7	-6.8
COc1ccc(/C=N/NC(=O)c2cc(C)n(-c3ccccc3)c2C)cc1OC	.	7.5	-2.6	-40.1	.	.	-17.3	-29.4
C[C@@H]1CN([C@@H](C)CO)C(=O)CCCn2nncc2CO[C@H]1CN(C)S(C)(=O)=O	-0.5&-2.4&-10.2	4.9&3.9	-1.0&-2.9&1.4	-17.7&0.9	5.3&1.4&-8.1	0.7	0.8&-10.7	-3.2&3.5&4.5
Cc1ccc(S(=O)(=O)Nc2ccc3c(c2)CC(=O)N([C@@H](C)CO)C[C@@H](C)[C@@H](CN(C)Cc2ccc(C(F)(F)F)cc2)O3)cc1	.	.	.	62.0*	-6.3	-2.3[16.7 µM]	1.2	23.5
CC(C)Cn1c(=S)[nH]c2ccccc2c1=O	.	-11.2	0.7	-6.2	4.6	.	7.6	1.3
CCOC(=O)c1cc(-c2ccc(OC)cc2)n(CCC(=O)NCCN2CCC(C)CC2)c1C	.	3.8	-7.5	14.4	.	.	8.5	-1.6
C[C@H](CO)N1C[C@H](C)[C@@H](CN(C)C(=O)c2ccc(F)cc2)Oc2cc(-c3cccc(C#N)c3)ccc2S1(=O)=O	-1.2	.	-1.8	.	-4.1	1.0[16.7 µM]	12.6	13.2
O=C(C1CCC1)N1CC2(C1)[C@@H](c1ccccc1)[C@@H](CO)N2C(=O)NC1CCCC1	.	.	0.0	-6.1	-13.6	.	7.6	7.9
Cc1cc(Cl)c2oc(C(=O)N(C)CCCCN3CCOCC3)c(C)c2c1	0.8	-3.2	0.0	24.9	8.3	5.4	-5.7	3.1
COCOCCn1cc(CN2CCS(=O)(=O)N(Cc3ccc(-c4cccc(N(C)C)c4)cc3)C(C(C)C)C2=O)nn1 (configuration not stated)	.	-5.7	3.0	3.5	13.3	-0.9	-0.9	11.2
COC(=O)C(CCC(=O)CN1C(=O)c2ccccc2C1=O)N1C(=O)c2ccccc2C1=O (configuration not stated)	0.2	1.0	.	-14.1	-6.3	-3.4	-18.5	3.8
CCOC1(c2ccccc2)OC(=O)c2ccccc21 (configuration not stated)	.	-1.3	-5.9	21.3	.	.	-2.4	4.2
O=Cc1cnc(N2CCN(Cc3ccccc3)CC2)s1	1.9	-5.7	1.3	-7.7	1.3	-1.7	.	10.3
C/C=C/c1ccc([C@@H]2[C@@H](CO)N(C(=O)CC)[C@H]2CN(C)S(C)(=O)=O)cc1	-1.0	-6.5	.	-17.8	-4.4	21.4[16.7 µM]	-7.8	-0.6
Cc1ccc(C)c(Oc2cc(NN3CCCCC3)c([N+](=O)[O-])cc2[N+](=O)[O-])c1	-3.0	-9.7	0.7	-16.8	-4.9	1.9	-0.2	-6.7
Cc1cc(C(C)(C)C)c(OC(=O)[C@@H]2OC(c3ccccc3)=C[C@H]2c2ccccc2)c(C(C)(C)C)c1	8.0	11.8	1.1	2.5	.	.	7.9	5.0
O=C(C[C@H]1C[C@@H]2c3cc(NC(=O)NC4CCCCC4)ccc3O[C@@H]2[C@@H](CO)O1)NCC(F)(F)F	-1.0	.	-2.5	2.5	0.7	3.0[16.7 µM]	12.9	-2.7
CC(C)Cn1c(=O)c(C(=O)NCc2ccc3c(c2)OCO3)c(O)c2ccccc21	-1.5	2.4	-1.8	-8.7	7.7	31.0	-10.9	17.5
C=CCNc1nc2c(c(=O)[nH]c(=O)n2C)n1CC(O)COc1ccc2ccccc2c1 (configuration not stated)	-3.9	0.6	0.3	10.3	-7.5	2.1	-1.9	11.7
CN1[C@@H]2c3ccc(-c4cccc(F)c4)c(=O)n3C[C@H]1[C@H](CO)[C@H]2C(=O)NCc1ccccc1	4.4	.	2.5	.	.	.	-8.2	2.8
O=C(CCNS(=O)(=O)c1cccc2nonc12)N1CCN(c2cccc(Cl)c2)CC1	-1.1	.	.	.	4.2	6.9	8.4	.
COc1cc(/C=C/C(C)=O)cc(OC)c1OC	6.9	5.4	.	-7.9	-0.4	-1.2	.	.
CC(C)(C)c1cc(NS(=O)(=O)c2ccc3c(c2)OCCO3)on1	0.1	-2.3	.	-10.4	7.4	22.4	.	.
Cc1cn(C2CC(O)C(CO)O2)c(=O)n(CCCc2ccccc2)c1=O (configuration not stated)	.	0.9	-4.8	-6.6	.	.	3.8	-10.8
O=C(CCN1CCCCC1)NCC[C@@H]1CC[C@H](NC(=O)C2CCOCC2)[C@H](CO)O1	-7.2	7.9	-1.0	-8.5	-14.6	.	-2.6	2.8
O=C(C1CC1)N1CC(=O)N2[C@H](CO)[C@H](c3ccc(Br)cc3)[C@H]2C1	.	-8.0	3.1	-5.3	-4.1	.	2.4	4.6
O=C(NCc1n[nH]c(=S)n1-c1cccc(C(F)(F)F)c1)c1ccc(S(=O)(=O)N2CCCCC2)cc1	-9.6	-0.5	2.3	-7.8	.	.	8.8	4.5
O=C(C[C@H]1CC[C@@H](NC(=O)c2ccncc2)[C@H](CO)O1)NCc1ccncn1	.	.	-2.4	-18.6	-7.4	.	-9.2	.
Cc1c(C(=O)Oc2cccc3ccccc23)cnn1-c1ccccc1	-2.2	.	.	.	-10.8	4.9	-13.2	.
C[C@@H]1CN([C@H](C)CO)S(=O)(=O)c2ccc(-c3cccc(F)c3)cc2O[C@@H]1CN(C)C	-2.4	3.5	3.9	.	34.2	-1.3[16.7 µM]	11.9	5.2
CC(C(=O)NC(c1ccccc1)c1ccccc1)N1CCOCC1 (configuration not stated)	0.0	1.5	-1.5	23.2	33.0	-3.1	11.2	8.6
O=C(N=C1SC2CS(=O)(=O)CC2N1Cc1ccc(F)cc1)C1CCCO1 (configuration not stated)	-1.1	-3.3	0.9	6.1	-1.0	-5.1	6.6	.
COc1ccc(NC2CCCN(C(=O)CCOc3ccccc3)C2)cc1 (configuration not stated)	0.4	1.8	-2.0	-1.7	7.6	8.7	-0.6	-4.3
CS(=O)(=O)N(CC(=O)NCCC1=CCCCC1)c1cccc([N+](=O)[O-])c1	.	3.2	-2.2	7.4	.	.	-7.4	-5.7
Cc1cccc(C)c1NC(=O)C1(C)CSCC(=O)N1C1CCN(Cc2ccccc2)CC1 (configuration not stated)	.	10.8	-1.7	11.6	.	.	-17.9	-3.2
O=C(NC1CCCCC1)C(c1ccc(F)cc1)N(Cc1ccccc1)C(=O)CN1C(=O)c2ccccc2S1(=O)=O (configuration not stated)	1.5	-5.0	.	-17.3	.	2.3	9.1	.
O=C1c2cccc(-c3ccc(C(F)(F)F)cc3)c2C2CCCCN12 (configuration not stated)	1.2	-8.0	10.1	-17.0	2.5	2.0	12.7	1.2
COc1cc2c(cc1OC)CN(C(=O)CSc1nnc(C)s1)CC2	0.2	9.0	.	.	5.0	-5.7	.	.
CSCCC1C(C#N)=C(N)Oc2n[nH]c(-c3cccs3)c21 (configuration not stated)	-0.7	2.9	.	8.0	15.9	-2.6	.	.
C[C@H]1CN([C@@H](C)CO)S(=O)(=O)c2ccc(Br)cc2O[C@@H]1CN(C)S(=O)(=O)c1ccc(F)cc1	1.6	2.6	0.0	-2.2	0.7	-3.1[16.7 µM]	-2.0	-0.9
COc1ccc(-c2nc(CS(=O)CC(=O)NC3CCC(C)CC3)c(C)o2)cc1OC (configuration not stated)	-4.2	4.5	3.3	-71.7	3.1	3.4	-34.7	.
O=C(NCC(=O)N(Cc1ccco1)C(C(=O)NC1CCCC1)c1cccnc1)c1ccco1 (configuration not stated)	-14.1	-4.7	.	.	-1.4	10.9	.	.
CC(C)Oc1ccc(C(=O)Nc2ccc(Cl)c(S(=O)(=O)Nc3ccc(Cl)cc3)c2)cc1	-0.7	-8.0	.	21.9	-10.0	?	23.2	.
COc1ccc(C(=O)N(NC(=O)Oc2ccccc2)C(C)(C)C)cc1	0.4	-4.8	.	3.1	.	.	4.8	.
CCOC(=O)C1CCCN(C(=O)c2cc(-c3cccs3)oc2C)CC1 (configuration not stated)	6.2	.	-1.3	-1.4	-0.5	-1.8	12.1	9.7
CCS(=O)(=O)N1CCCCN2[C@H](CO)[C@@H](c3ccc(C#CC(C)(C)O)cc3)[C@@H]2C1	0.1	.	0.8	-8.5	18.1	-1.1[16.7 µM]	-5.5	-10.0
CN1CCC(=O)N(CCSc2ccc(Br)cc2)CC1	0.1	-14.3	-0.1	-25.4	1.5	-4.1	-2.4	-33.7
Cc1ccc(-c2cc3nc(NCCc4ccncc4)n(C)c(=O)c3s2)cc1	-13.5	.	0.5	-18.6	-5.7	4.1	-61.3	-67.3

Just LGR2 inh, CASP6 VEID inh and FN deposition inh (4 entries from above):
mol,LGR2 inh,CASP6 VEID inh,FN deposition inh
CC(C)Cn1c(=O)c(C(=O)NCc2ccc3c(c2)OCO3)c(O)c2ccccc21,-10.9,-1.8,2.4
Cc1ccc(-c2cc3nc(NCCc4ccncc4)n(C)c(=O)c3s2)cc1,-61.3,0.5,.
CCS(=O)(=O)N1CCCCN2[C@H](CO)[C@@H](c3ccc(C#CC(C)(C)O)cc3)[C@@H]2C1,-5.5,0.8,.
CN1[C@@H]2c3ccc(-c4cccc(F)c4)c(=O)n3C[C@H]1[C@H](CO)[C@H]2C(=O)NCc1ccccc1,-8.2,2.5,.

(more compounds)
SMILES	Cneo AK release	FN deposition inh	CASP6 VEID inh	PAX8 reporter	PGC1a acetyl inh	miR-122 sensor	LGR2 inh	EWS-Fli block
COc1cccc(CNC(=O)C[C@H]2CC[C@@H](NC(=O)C3CCOCC3)[C@@H](CO)O2)c1	0.4	4.0	1.8	-3.3	-0.5	.	11.4	7.0
CSCCC(NC(=O)COc1ccccc1)C(=O)OCC(=O)c1cc2ccccc2o1 (configuration not stated)	-0.7	-9.1	.	7.5	-16.2	5.0	.	.
Cc1[nH]c2ccccc2c1SCCNC(=O)c1ccc(Br)o1	.	.	6.2	.	.	7.3	22.8	0.5
CCOc1cccc2sc(N(CCN(C)C)C(=O)c3ccc4c(c3)OCCO4)nc12	1.5	-1.1	-7.9	1.5	.	.	-7.0	.
